OPRM1-OPRD1 inv: inverse agonist of human OPRM1-OPRD1 heterodimerization. AID 504357. 340,000 tested, 0.21% active. P35372+P41143. inhibition, % at 9.3 µM. cell-based MOR-DOR heterodimer luminescence, inverse agonism; in the data active = inhibition above about 22%, passing the limit was not always enough;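 note: 0% = cells with DMSO and 100% = wells without cells with DMSO; values of inactives mirror those of a sister screen read the other way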
Target sequence (P35372 whole entry, looked up): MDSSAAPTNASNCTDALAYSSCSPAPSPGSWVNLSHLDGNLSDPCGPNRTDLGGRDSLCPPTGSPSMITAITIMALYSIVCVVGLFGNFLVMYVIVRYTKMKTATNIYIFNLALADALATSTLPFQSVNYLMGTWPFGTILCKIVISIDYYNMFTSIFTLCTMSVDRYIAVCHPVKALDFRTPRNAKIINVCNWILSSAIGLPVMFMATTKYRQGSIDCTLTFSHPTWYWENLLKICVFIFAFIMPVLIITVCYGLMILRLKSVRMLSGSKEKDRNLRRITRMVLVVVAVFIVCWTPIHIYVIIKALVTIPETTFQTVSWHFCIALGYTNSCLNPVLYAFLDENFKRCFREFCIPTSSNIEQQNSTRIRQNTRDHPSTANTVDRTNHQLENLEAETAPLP
Target sequence (P41143 whole entry, looked up): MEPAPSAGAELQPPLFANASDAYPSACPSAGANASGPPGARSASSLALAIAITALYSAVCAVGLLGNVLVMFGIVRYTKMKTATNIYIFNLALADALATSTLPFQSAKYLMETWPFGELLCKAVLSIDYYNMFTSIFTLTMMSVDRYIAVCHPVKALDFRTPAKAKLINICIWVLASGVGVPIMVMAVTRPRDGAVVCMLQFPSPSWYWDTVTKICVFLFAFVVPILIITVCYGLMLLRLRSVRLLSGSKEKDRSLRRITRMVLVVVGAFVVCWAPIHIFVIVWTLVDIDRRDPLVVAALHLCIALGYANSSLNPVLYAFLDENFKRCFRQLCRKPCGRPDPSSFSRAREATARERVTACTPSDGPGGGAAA
PKA-R2B activ: PKA-R2B complex activation; P22694+P31323; 340,000 tested, 0.079% active; activation, % at 11.4 µM; PKA-R2B holoenzyme dissociation, Cy5-IP20 fluorescence polarization; R2B truncated from residue 108, S112A mutant; 0% DMSO only, 100% 113 µM cGMP;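 active = activation above a cutoff set at the mean over all compounds plus 3 SD, cut at about 18% in these data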;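 note: higher means more holoenzyme dissociation and a rise in polarization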
OPRM1-OPRD1 ag: OPRM1-OPRD1 heterodimerization agonism | activation, % at 9.3 µM | AID 504326 | 340,000 tested, 0.3% active | cells, luminescence; in the data active = activation above about 18%;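 note: 0% = vehicle-treated cells and 100% = reference agonist; values of inactives mirror those of a sister screen read the other way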
PfHsp90 set2: growth inhibition of yeast expressing Plasmodium Hsp90; S. cerevisiae expressing PfHsp90, BacTiter-Glo ATP, 48 h; yeast lacking PDR1 and PDR3 efflux regulators; inhibition, % at 9.4 µM; 310,000 tested, 0.32% active; AID 504621;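 active = every replicate shows inhibition above about 80%, whatever the replicate mean, limit read from the data; inconclusive = mean inhibition reaches the set limit but some replicate falls short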;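 note: 0% = DMSO neutral controls and 100% = 20 µM radicicol positive controls; yeast relying on Plasmodium falciparum Hsp90 in place of its own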
PKA-R1A activ: activates the PKA-R1A holoenzyme complex; PKA-R1A dissociation, Cy5-IP20 fluorescence polarization; scaled: DMSO 0%, 113 µM cGMP 100%; activation, % at 11.4 µM; AID 504707; 340,000 tested, 0.083% active;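 active = percent activation above the mean of all tested compounds plus 3 SD, cut at about 19% in these data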;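 note: higher means more PKAc released from R1A so a rise in polarization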
Tat transport: E. coli Tat transport inhibition | E. coli MC4100 TorA-mCherry Tat export, fluorescence | inhibition, % at 10 µM | 340,000 tested, 0.036% active;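 active = mean replicate inhibition at least 50% and at least half of replicates individually reaching 50%; inconclusive = only one of the two criteria met; inactive = neither criterion met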;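 note: exported cargo escapes ClpAP degradation while cytoplasmic cargo is degraded and loses fluorescence; 0% = median of neutral control wells and 100% = median of NaSCN control wells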
phage Ecoli inh: E. coli growth loss with phage present. 360,000 tested, 0.26% active. growth absorbance. inhibition, % at 11.9 µM; in the data active = inhibition above about 11%
HTR5A inv ag: counter-screen for OPRM1-OPRD1 inverse agonists: human HTR5A inverse agonism. P47898. HTR5A cell line, luminescence. inhibition, % at 9.3 µM. 340,000 tested, 0.083% active. AID 504634; in the data active = inhibition mostly above about 23%, no sharp cut-off; inactive = mostly below about 18%;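 note: 0% = cells with DMSO and 100% = no-cell wells with DMSO; some compounds called inactive have numbers as strong as hits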
Ecoli viability: reduces bacterial viability in AddAB counter-screen; E. coli V3065 growth, OD600 absorbance, 18 h; inhibition, % at 11.9 µM; 330,000 tested, 0.27% active;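 active = inhibition above the campaign's mean inhibition across all tested compounds plus 3 SD, cut at about 9.9% in these data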;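 note: uninfected addAB+ strain grown without phage in ampicillin broth; 0% = DMSO wells and 100% = ciprofloxacin 0.95 µg/ml wells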
AddAB inh: less growth of phage-infected E. coli with AddAB; E. coli expressing H. pylori AddAB, absorbance growth; inhibition, % at 11.9 µM; 330,000 tested, 0.29% active; in the data active = inhibition above about 12%;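 note: 0% = vehicle wells of infected cells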
Mot1-301 SUMO: inhibitors of SUMOylation pathway: yeast Mot1-301 growth rescue; S. cerevisiae Mot1-301 growth rescue, ATP luminescence, 38.5C; percent above DMSO median, 100 means doubled; growth rescue, % at 18.8 µM; 320,000 tested, 1% active;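 active = every valid replicate shows activation above 250% relative to neutral control wells; inactive = the rest, any valid replicate at or below 250%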;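 note: OY570 slx delta 5 strain wells were the positive control but not used for scaling; some compounds called inactive have numbers as strong as hits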
Starred values were filed as active, the others as inactive; ? = inconclusive; nt = not tested or not shown.

SMILES | OPRM1-OPRD1 inv | PKA-R2B activ | OPRM1-OPRD1 ag | PfHsp90 set2 | PKA-R1A activ | Tat transport | phage Ecoli inh | HTR5A inv ag | Ecoli viability | AddAB inh | Mot1-301 SUMO
O=C(CN1C(=O)NC2(CCc3ccccc32)C1=O)NCCc1ccccc1 (stereo not drawn) | 3 | 5 | -0.8 | -2 | 4 | -5 | 2.8 | 9 | 2.3 | 3.9 | 3
CCN(CC)c1ccc(C(=O)NNC(=O)CCc2nc3ccccc3c(=O)[nH]2)cc1 | 8 | -2 | -2.3 | 22 | -3 | -5 | 2.5 | -3 | -0.1 | 0.6 | -26
CCCC(c1nnnn1C(C)(C)CC)N(CCCO)Cc1cc2cc(C)cc(C)c2[nH]c1=O (stereo not drawn) | 6 | -3 | -1.4 | -7 | -2 | 3 | 3.1 | 5 | 0.9 | 2.4 | 32
COc1ccc(OC)c(C(C)NC(C)=O)c1 (stereo not drawn) | 18 | -6 | -3.5 | 7 | -12 | -23 | 1.5 | 3 | -0.2 | -0.2 | -11
COC(=O)C1CCCCN1C(=O)c1cc(COc2cccc3cnccc23)on1 (stereo not drawn) | -8 | 3 | 1.3 | -8 | -2 | 14 | -0.7 | -19 | -0.8 | -2.1 | 3
COc1ccc(-c2nc3ccccn3c2/N=C/c2ccc(OC)c(OC)c2)cc1O | 6 | -4 | -1.2 | 15 | -14 | -1 | 3.6 | -12 | 0.2 | 6.9 | -3
CN(C)CCCCOc1ccccc1-c1ccccc1 | 10 | 3 | -2.1 | 18 | -6 | -1 | -0.4 | -24 | -0.9 | 3.6 | 140
O=C(Nc1ccc([N+](=O)[O-])cc1)c1ccccc1 | 7 | -10 | -1.4 | 22 | 11 | -5 | 1.3 | -49 | -0.1 | 2.5 | -3
COc1ccc(C2N(Cc3ccccc3)CC(=O)N2/N=C(\C)c2ccccc2)cc1 (stereo not drawn) | -7 | -5 | 1.5 | 22 | 6 | -7 | 4.8 | 16 | 3.4 | 2.8 | -2
COc1ccccc1NS(=O)(=O)c1ccc2oc(=S)[nH]c2c1 | -1 | 7 | 0.1 | -8 | 2 | 14 | 1.7 | 3 | -0.2 | 1.3 | nt
Cc1ccc(S(=O)(=O)N2CCN(C(=O)CC(C)n3cncn3)CC2)cc1 (stereo not drawn) | 1 | -4 | -0.2 | 23 | -7 | -4 | 3.9 | 3 | -0.8 | 1.9 | -25
CC(C)c1ccc(NC(=O)C2CCCN2S(=O)(=O)c2ccccc2F)cc1 (stereo not drawn) | 4 | 1 | -0.9 | -6 | -7 | -7 | 3.0 | 2 | -3.2 | 1.2 | -4
S=c1[nH]nc(-c2cccnc2)n1C1CCCCC1 | -6 | -8 | 1.1 | -16 | 5 | ? | 1.7 | -28 | 0.3 | 1.6 | 6
O=C(CC(C(=O)O)c1cccc(Cl)c1)c1ccccc1 (stereo not drawn) | 6 | -15 | -1.3 | -28 | -1 | 0 | 1.4 | -5 | -0.4 | -0.9 | -3
Cc1ccc(C(=O)COC(=O)CN2C(=O)C3C4CCC(C4)C3C2=O)cc1C (stereo not drawn) | 6 | 7 | -1.1 | -6 | -14 | 4 | 0.9 | 4 | nt | nt | nt
Cc1cc(=O)oc2c(N)c(O)ccc12 | 15 | -5 | -2.9 | -1 | -6 | 1 | 1.5 | -9 | 0.8 | 2.6 | 1
c1cncc(-c2nc3ccccc3s2)c1 | 6 | 7 | -1.2 | 10 | 5 | 0 | 3.0 | -3 | -3.3 | 2.0 | nt
O=C(NCc1ccccc1)c1ccc(S(=O)(=O)N2CCCC2)cc1 | 9 | -6 | -1.6 | -15 | -14 | 1 | 3.5 | 16 | 1.4 | 1.3 | -3
COC(=O)Cn1c(C)nc2ccccc21 | 12 | -1 | -2.3 | nt | 9 | 2 | 3.0 | -2 | -2.2 | 1.4 | -11
CC(C)(C)C(=O)NC(C(N)=O)=C(Cl)Cl | -2 | -3 | 0.4 | -3 | -8 | 2 | 0.8 | 11 | -0.6 | 1.4 | 2
OC(COCc1ccccc1)COCc1ccccc1 | 6 | 8 | -1.1 | -4 | 0 | 20 | 1.9 | -11 | nt | nt | nt
CN(C(=O)c1ccc(NC(=O)Cc2ccc(NC(=O)C3CCCN(S(=O)(=O)c4cccc([N+](=O)[O-])c4)C3)cc2)cc1)C1CCCC1 (stereo not drawn) | -11 | 5 | 2.4 | -8 | 2 | -15 | 1.6 | 1 | nt | nt | nt
O=C(NC1CCCC1)c1cccc(S(=O)(=O)N2CCCC2)c1 | 19 | -5 | -4.6 | -5 | -2 | 4 | 0.6 | 4 | 0.7 | 0.6 | 18

Some of the entries so far, in markdown:
| Molecule | OPRM1-OPRD1 inv | PKA-R2B activ | OPRM1-OPRD1 ag | PfHsp90 set2 | PKA-R1A activ | Tat transport | phage Ecoli inh | HTR5A inv ag | Ecoli viability | AddAB inh | Mot1-301 SUMO |
| --- | --- | --- | --- | --- | --- | --- | --- | --- | --- | --- | --- |
| Cc1ccc(S(=O)(=O)N2CCN(C(=O)CC(C)n3cncn3)CC2)cc1 (stereo not drawn) | 1 | -4 | -0.2 | 23 | -7 | -4 | 3.9 | 3 | -0.8 | 1.9 | -25 |
| CC(C)c1ccc(NC(=O)C2CCCN2S(=O)(=O)c2ccccc2F)cc1 (stereo not drawn) | 4 | 1 | -0.9 | -6 | -7 | -7 | 3.0 | 2 | -3.2 | 1.2 | -4 |
| S=c1[nH]nc(-c2cccnc2)n1C1CCCCC1 | -6 | -8 | 1.1 | -16 | 5 | ? | 1.7 | -28 | 0.3 | 1.6 | 6 |
| O=C(CC(C(=O)O)c1cccc(Cl)c1)c1ccccc1 (stereo not drawn) | 6 | -15 | -1.3 | -28 | -1 | 0 | 1.4 | -5 | -0.4 | -0.9 | -3 |
| Cc1ccc(C(=O)COC(=O)CN2C(=O)C3C4CCC(C4)C3C2=O)cc1C (stereo not drawn) | 6 | 7 | -1.1 | -6 | -14 | 4 | 0.9 | 4 | nt | nt | nt |
| Cc1cc(=O)oc2c(N)c(O)ccc12 | 15 | -5 | -2.9 | -1 | -6 | 1 | 1.5 | -9 | 0.8 | 2.6 | 1 |
| c1cncc(-c2nc3ccccc3s2)c1 | 6 | 7 | -1.2 | 10 | 5 | 0 | 3.0 | -3 | -3.3 | 2.0 | nt |
| O=C(NCc1ccccc1)c1ccc(S(=O)(=O)N2CCCC2)cc1 | 9 | -6 | -1.6 | -15 | -14 | 1 | 3.5 | 16 | 1.4 | 1.3 | -3 |
| COC(=O)Cn1c(C)nc2ccccc21 | 12 | -1 | -2.3 | nt | 9 | 2 | 3.0 | -2 | -2.2 | 1.4 | -11 |
| CC(C)(C)C(=O)NC(C(N)=O)=C(Cl)Cl | -2 | -3 | 0.4 | -3 | -8 | 2 | 0.8 | 11 | -0.6 | 1.4 | 2 |
| OC(COCc1ccccc1)COCc1ccccc1 | 6 | 8 | -1.1 | -4 | 0 | 20 | 1.9 | -11 | nt | nt | nt |
| CN(C(=O)c1ccc(NC(=O)Cc2ccc(NC(=O)C3CCCN(S(=O)(=O)c4cccc([N+](=O)[O-])c4)C3)cc2)cc1)C1CCCC1 (stereo not drawn) | -11 | 5 | 2.4 | -8 | 2 | -15 | 1.6 | 1 | nt | nt | nt |
